influenza NS1A – H1N1 influenza NS1A inhibitors, functional cell based assay (AID 504329). NS1A functional cell-based assay, percent inhibition; higher % means a stronger effect. one-dose inhibition, % at 12.5 µM; IC50 in µM for titrated hits. hit rate 0.3% among 340,000; in the data active = a potency from the dose series; inconclusive = inhibition above about 27% without an active follow-up result; note: strong numbers were not always called active
Salmonella PhoP GFP – PhoP regulon inhibitors, Salmonella typhi PhoP promoter GFP reporter, confirmatory (AID 1850) | Salmonella Typhi PhoP-promoter GFP reporter, fluorescence, 4 h; higher % means a stronger effect | one-dose inhibition, % at 50 µM; IC50 in µM for titrated hits | hit rate 0.33% among 310,000; in the data active = a potency from the dose series; inconclusive = inhibition mostly from about 25% at the one dose, without a potency; inactive = the rest, 99 in 100 with inhibition below about 19%;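 note: 0% = induced wells with vehicle and 100% = uninduced wells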
M. tuberculosis HTS – M. tuberculosis growth inhibition, HTS (AID 449762); hit rate 0.59% among 330,000; one-dose inhibition, % at 25 µM; IC50 in µM for titrated hits; M. tuberculosis H37Rv growth inhibition, 7H9 media; higher % means a stronger effect; in the data active = a potency from the dose series; inconclusive = inhibition above about 70% without an active follow-up result;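 note: bacterial growth assessed after seven days of incubation; strong numbers were not always called active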
inhibitors of VEEV – inhibitors of VEEV TC-83 cytopathic effect, confirmation, Vero cells (AID 588727); Vero cells, VEEV TC-83 cytopathic effect inhibition; higher % means a stronger effect; inhibition, % at 20 µM, or IC50 in µM where a hit was titrated; hit rate 0.13% among 350,000; in the data active = a potency from the dose series; inconclusive = inhibition mostly from about 14% at the one dose, without a potency; inactive = the rest, 99 in 100 with inhibition below about 12%; note: strong numbers were not always called active
M. tuberculosis – growth inhibition of non-replicating M. tuberculosis (AID 488890) | Mycobacterium tuberculosis non-replicating, growth inhibition; higher % means a stronger effect | hit rate 0.39% among 320,000 | one-dose inhibition, % at 25 µM; IC50 in µM for titrated hits; in the data active = a potency from the dose series; inconclusive = inhibition mostly from about 82% at the one dose, without a potency; inactive = the rest, 99 in 100 with inhibition below about 76%;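 note: plate controls were DMSO cells for no effect and high antibiotic wells for full effect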
inhibitors of VEEV 10K pilot screen – also measured in inhibitors of VEEV; calls as there; inhibition, %; measured here: 10K pilot screen inhibition
* = called active by the depositor; i = inactive; u = inconclusive; x = not tested or not shown. An unsorted share of the library. About 1.5% of those tested had a hit in this group.

SMILES | influenza NS1A | Salmonella PhoP GFP | M. tuberculosis HTS | inhibitors of VEEV | M. tuberculosis | others
COc1cc(OC)cc(-c2nnc(SCC(=O)NCc3cccs3)o2)c1 | -8% | 2% | 6% | 0.2% | 28%
NS(=O)(=O)c1ccc(NC(=S)N2CCN(Cc3ccc(Cl)c(Cl)c3)CC2)cc1 | x | 13% | 15% | 4.4% | 36%
COC(=O)[C@]1(C)N[C@H](CN(C)C(=O)c2ccc(F)cc2)[C@@H]2C(=O)N(C)C(=O)[C@@H]21 | -2% | x | -3% | 0.2% | 2%
O=C(c1ccc(OC2CCN(CCCc3ccccc3)CC2)cc1)N1CCCC1 | 22% | -6% | 0% | 1.1% | 6%
O=C(c1n[nH]c(=O)c2ccccc12)N1CCN(Cc2ccc3c(c2)OCO3)CC1 | -7% | 5% | -1% | i | -8%
Cc1ccc2c(c1)N=C(c1ccccc1)CC(C(Cl)Cl)=N2 | -3% | 2% | 12% | 3.2% | u
COCCn1c(C)cc(C(=O)COc2ccc(N(C)S(=O)(=O)c3ccc(C)cc3)cc2)c1C | -2% | x | 0% | 4.5% | 9%
COCCNC(=O)C(c1cccs1)N(C(=O)Cn1nnc2ccccc21)c1ccccc1 (centres undefined) | -1% | -10% | -8% | 0.8% | -9%
O=C(Nc1ccc(C(F)(F)F)cc1)C1CCN(S(=O)(=O)c2ccc(N3CCCC3=O)cc2)CC1 | -7% | -11% | 12% | 1.3% | -8%
O=S(=O)(O)c1cc(O)c2ccc(Nc3ccccc3)cc2c1 | 9% | x | x | 2.5% | x

Compounds above containing a carbonyl joined to an NH by a bond outside any ring:
SMILES | influenza NS1A | Salmonella PhoP GFP | M. tuberculosis HTS | inhibitors of VEEV | M. tuberculosis | others
COc1cc(OC)cc(-c2nnc(SCC(=O)NCc3cccs3)o2)c1 | -8% | 2% | 6% | 0.2% | 28%
COCCNC(=O)C(c1cccs1)N(C(=O)Cn1nnc2ccccc21)c1ccccc1 (centres undefined) | -1% | -10% | -8% | 0.8% | -9%
O=C(Nc1ccc(C(F)(F)F)cc1)C1CCN(S(=O)(=O)c2ccc(N3CCCC3=O)cc2)CC1 | -7% | -11% | 12% | 1.3% | -8%

More records.
SMILES | influenza NS1A | Salmonella PhoP GFP | M. tuberculosis HTS | inhibitors of VEEV | M. tuberculosis | others
O=C(CN1C(=O)NC2(CCCc3ccccc32)C1=O)c1ccc(F)c(F)c1 (centres undefined) | -22% | x | -2% | 0.3% | 17%
COc1ccc(C(=O)N[C@H](C(=O)OCc2nc3ccsc3c(=O)[nH]2)C(C)C)cc1 | 9% | 0% | -1% | 2.3% | -19%
COc1cc(C)c(Cl)cc1S(=O)(=O)NC1CC(C)(C)NC(C)(C)C1 | x | 8% | -4% | x | -17%
Cc1ccc(S(=O)(=O)Nc2ccc(NC(=O)/C=C/C(=O)O)cc2)cc1 | 4% | 10% | -3% | 2.0% | 6%
Cc1ccsc1C(=O)OCC(=O)NC1CCCC1 | -11% | x | 3% | 0.6% | -3%
c1ccc2nc(-c3nc4ccccc4o3)ccc2c1 | 5% | -5% | 28% | i | 5%
CCN(CC)CCN1C(=O)C(=O)/C(=C(/O)c2ccc(S(=O)(=O)N3CCOCC3)cc2)C1c1ccc(C(C)(C)C)cc1 (centres undefined) | 7% | 8% | -5% | i | -4%
CC(C)c1ccc(C2CC(=O)c3cnc(N4CCc5ccccc5C4)nc3C2)cc1 (centres undefined) | -15% | 8% | 3% | 2.5% | 12%
Cc1ccc(-c2nc(CS(=O)(=O)CC(=O)NCCCN3CCOCC3)c(C)o2)cc1 | -14% | 0% | 2% | i | 0%
Cc1cc2[nH]c3ccccc3c2c(C)n1 | -13% | 6% | -1% | 9.0% | 15%

Continued, starting with the last two of the part before.
SMILES | influenza NS1A | Salmonella PhoP GFP | M. tuberculosis HTS | inhibitors of VEEV | M. tuberculosis | others
Cc1ccc(-c2nc(CS(=O)(=O)CC(=O)NCCCN3CCOCC3)c(C)o2)cc1 | -14% | 0% | 2% | i | 0%
Cc1cc2[nH]c3ccccc3c2c(C)n1 | -13% | 6% | -1% | 9.0% | 15%
Cc1ccc(C)c(NC(=O)CCC(=O)NNC(=O)c2cccc([N+](=O)[O-])c2)c1 | 4% | -3% | -9% | 2.8% | 9%
CC(C)CN(C(=O)COc1ccc2ccc(=O)oc2c1)C1CCS(=O)(=O)C1 (centres undefined) | 2% | 5% | -2% | 1.4% | 0%
O=C(C1CCCC1)N1CCC(CC2CC(c3ccc(Cl)cc3)=NO2)(C(=O)NCC2CCCCC2)CC1 (centres undefined) | 8% | 7% | 9% | i | 22%
COc1ccc(C2c3[nH]c4ccccc4c3CCN2Cc2ccoc2)c(F)c1 (centres undefined) | -3% | -18% | 12% | 22% | 25%
OC(COc1ccccc1)CN1CCCCC1 (centres undefined) | -12% | x | x | 0.3% | x
O=C(O)C(Cc1ccccc1)N1C(=O)C2CCCCC2C1=O (centres undefined) | 4% | -4% | -2% | 0.1% | 2%
CCN(C[C@H]1N[C@@](Cc2ccccc2)(C(=O)OC)[C@H]2C(=O)N(C)C(=O)[C@@H]12)S(=O)(=O)c1ccccc1 | 1% | x | -3% | 7.6% | 5%
CCN(CC)S(=O)(=O)c1ccc(NC(=O)C2COc3ccccc3O2)cc1 (centres undefined) | 9% | -14% | 14% | 9.2% | 16%
N#C/C(=C\c1ccc(Cl)cc1)c1nc(-c2ccco2)cs1 | 7% | -1% | 0% | u | 42%
Cc1ccccc1CN1CCN(c2nc3ccccc3s2)CC1 | -8% | -4% | 0% | 0.7% | 32%
Cc1ccccc1-c1nnn(CC(=O)c2ccc(S(=O)(=O)N3CCCC3)cc2)n1 | -6% | -8% | -3% | 6.8% | 0%
COc1ccc(N=C2CC(C)(C)CC(=O)/C2=C(/O)c2ccccc2)cc1 | -9% | 1% | 9% | 0.7% | 9%
O=C(c1ccco1)N1CCN(C(=O)C(c2ccccc2)c2ccccc2)CC1 | -6% | -10% | -8% | 2.5% | 20%
COc1cccc(-c2cc(C(F)(F)F)n3nc(N)nc3n2)c1 | -10% | 13% | -13% | 10% | -5%
COc1cc(OC)cc(C(=O)Nc2nc(CC(=O)NCc3ccc(F)cc3)cs2)c1 | -11% | 1% | 17% | 13% | 24%
CCOC(=O)c1sc(NC(=O)/C=C/c2ccccc2)nc1C | 12% | -4% | 0% | 0.1% | 13%
Cc1cc(C)cc(NC(=O)c2ccc(S(=O)(=O)NCc3cccnc3)cc2)c1 | 1% | 7% | 36% | 3.2% | 35%
O=C(Cn1nc(-c2ccccc2)ccc1=O)Nc1ccc(N2CCN(C(=O)c3ccccc3)CC2)cc1 | 12% | -14% | u | 0.4% | -13%
COc1ccc(N2CCN(C3CCCN(S(=O)(=O)c4ccccc4)C3)CC2)cc1 (centres undefined) | 5% | 2% | 2% | 0.3% | 16%
O=C(O)C1CC(c2cccc(Br)c2)=NO1 (centres undefined) | 22% | -16% | -3% | 0.2% | -6%
CC(C)c1ccc(N(CC(=O)NCc2ccco2)C(=O)CCC(=O)Nc2ccccn2)cc1 | 10% | 17% | 2% | i | 6%
COc1ccc(NC(=O)CCc2nnc3ccc(NCc4ccc5c(c4)OCO5)nn23)cc1 | -2% | 3% | 4% | i | -9%
O=C(NNC(=O)[C@H]1CC=CC[C@H]1C(=O)O)c1ccc(Cl)cc1Cl | 5% | 4% | 8% | 0.9% | 3%
CCN1CCN(c2ccc(S(=O)(=O)N3CCOCC3)cc2NC(=O)CC(NC(C)=O)c2ccccc2)CC1 (centres undefined) | -3% | x | x | 0.7% | x
Clc1ccc(-c2cn3c(n2)-c2ccccc2C3)cc1Cl | -3% | -10% | 14% | 2.8% | 15%
O=C(C1CCCN(S(=O)(=O)c2ccc(F)cc2)C1)N1CCCC1 (centres undefined) | 3% | 4% | -10% | 0.9% | -15%
CCc1ccccc1N(CC(=O)NCc1ccco1)C(=O)c1snc(C(N)=O)c1N | 3% | 1% | 2% | 0.5% | 11% | inhibitors of VEEV 10K pilot screen=4.4
COc1cc(C(=O)Nc2cccc(C(C)=O)c2)cc(OC)c1OC | 1% | 2% | 4% | 9.0% | 6%
O=C(CSc1ccc(-c2ccccc2)nn1)NCc1ccco1 | 2% | -3% | -5% | 1.3% | 64%
COc1cccc(NC(=O)CSc2nnc(Cn3cnc([N+](=O)[O-])n3)n2C)c1 | -3% | -7% | 7% | 0.3% | -4%
CCN(CC)c1nc(Nc2ccc(Cl)cc2)nc(OCC#N)n1 | 2% | -7% | -1% | 7.7% | 7%
CCOC(=O)C(C)Sc1nnc2n1C(C)(C)Cc1ccccc1-2 (centres undefined) | 0% | 4% | 2% | i | 0%
O=C(CCSc1ccccn1)Nc1ccc(Br)cc1 | 1% | -2% | -6% | 1.2% | 54%
NC(=O)c1nsc(C(=O)N(CC(=O)NC2CCCC2)c2cccc(C(F)(F)F)c2)c1N | 3% | -3% | 5% | 2.5% | 2%
CCOC(=O)c1ccc(NC(=O)Oc2ccccc2)cc1 | 1% | 5% | u | i | 39% | inhibitors of VEEV 10K pilot screen=0.6
O=C(Nc1nc2c(F)c(F)c(F)cc2s1)c1ccco1 | -11% | 6% | 4% | 4.2% | 6%
O=C(COC(=O)c1c2c(nc3ccccc13)CCCC2)Nc1ccc2c(c1)OCO2 | 2% | 7% | 20% | 12% | 5% | inhibitors of VEEV 10K pilot screen=8.4
Cc1cc2oc(C(=O)Nc3c(C)n(C)n(-c4ccccc4)c3=O)c(C)c2cc1Cl | -4% | 10% | 7% | 0.6% | 19%
CCn1cc(C(=O)O)c(=O)c2cc(F)c(N3CCN(C(=S)NC(=O)c4cccc(C)c4)CC3)cc21 | 6% | 16µM* | 10% | 3.1% | u
CC1CCc2sc(C(=O)NN)cc2C1 (centres undefined) | 17% | -2% | 9% | 0.6% | -9%
O=C(/C=C/c1cccc([N+](=O)[O-])c1)N1CCN(Cc2ccccc2)CC1 | -8% | -4% | 3% | i | 15%
CN1/C(=C/C(=O)c2cccs2)Sc2ccccc21 | -22% | 6% | u | i | u
COc1ccc(OCC(=O)Nc2ccc(N3CCOCC3)c(Cl)c2)cc1 | 2% | -6% | -2% | 2.0% | x
O=C(Nc1ccc2c(c1)nc1n2CCOC1)c1ccco1 | 7% | -7% | -10% | 2.5% | -11%
Cc1ccc(S(=O)(=O)[N-]c2nc3ccccc3nc2-n2cc[n+](CCC(C)C)c2)cc1 | -8% | -1% | -3% | 1.0% | 43%
O=C1/C(=C\c2ccc(O)cc2)SC(=S)N1/N=C/c1ccc(O)cc1 | -5% | 1% | 4% | 0.0% | 7%
Cc1cccn2c(CN(C)CC3Cc4ccccc4O3)c(C(=O)N3CCCCC3)nc12 (centres undefined) | 10% | 8% | 4% | 2.1% | 24%
O=C(Cn1cnc2c(nnn2-c2ccc(F)cc2)c1=O)NCc1ccco1 | -5% | -5% | -8% | 4.1% | 7%
O=C(CNC(=O)Cc1ccccc1)NCC(=O)OCC(=O)c1ccccc1Cl | -2% | -3% | -10% | 3.3% | 11%
CC(=O)Nc1ccc(NC(=O)COc2ccccc2C(=O)Nc2cccc(Cl)c2Cl)cc1 | -3% | x | x | 0.2% | x

Following part.
SMILES | influenza NS1A | Salmonella PhoP GFP | M. tuberculosis HTS | inhibitors of VEEV | M. tuberculosis | others
CCC(=O)c1ccc(N2CCN(C(=O)c3ccc(Br)cc3)CC2)c(F)c1 | 6% | -10% | 2% | i | -2%
CCCCN1CCNC[C@H]1Cc1ccc(O)cc1 | 4% | 1% | -8% | 0.5% | -7% | inhibitors of VEEV 10K pilot screen=0.8
N#C/C(=C(/O)c1ccccc1F)c1nc2cc(C(F)(F)F)ccc2s1 | -16% | -19% | 0% | 1.3% | 3%
CC(=O)c1ccc(S(=O)(=O)NCC(=O)NC(c2nc3ccccc3[nH]2)C(C)C)cc1 (centres undefined) | 3% | x | -1% | 1.9% | 46%
Cc1ccc(C)n1-n1cnc2sc3c(c2c1=O)CCCCC3 | 4% | 2% | -5% | i | 15%
C=CCn1c(N)c(C(=O)OC(C)(C)C)c2nc3ccccc3nc21 | -9% | x | x | 7.0% | x
COc1cccc(NC(C)(C)c2nnnn2-c2c(C)cccc2C)c1 | x | 5% | 9% | 0.4% | 19%
CCN1CCN(C(CNS(=O)(=O)c2ccc(C)cc2)c2cccnc2)CC1 (centres undefined) | 8% | 3% | -9% | 1.1% | -9%
Cc1ccccc1C(=O)N1CCCC(N2CCN(Cc3ccc4c(c3)OCO4)CC2)C1 (centres undefined) | -13% | -1% | -6% | i | 1%

Bioassay records: PubChem BioAssay, Southern Research Specialized Biocontainment Screening Center
